Screening results deposited in PubChem BioAssay by National Center for Advancing Translational Sciences (NCATS).
Pf growth 96h: Primary qHTS for delayed death inhibitors of the malarial parasite plastid, 96 hour incubation; AID 504834, 2011; Potency, µM (doses to about 28.7 µM), for the others: at the highest dose activity change, negative = inhibition, most hits filed as inhibitors; P. falciparum luciferase reporter growth, 96 h; 320,000 compounds, 6.9% hits; note: potency is the fitted concentration of half-maximal effect; % is set by controls: 0 for no effect and ±100 for the full control effect
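Parasite growth measured via integrated firefly luciferase reporter in P. falciparum. Infected erythrocytes at 2% hematocrit, 0.05% parasitemia final were treated 96 hours at 37 C under 5% CO2, and luminescence was read.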
AMA1-RON2 inh: qHTS for Inhibitors of AMA1-RON; Towards Development of Antimalarial Drug Lead: Primary Screen | Plasmodium falciparum AMA1 (3D7) - RON2 peptide interaction | AlphaScreen AMA1-biotinylated RON2 peptide binding | Potency, µM (series often up to 58.2 µM), without a hit: at the highest dose activity change, negative = inhibition, hits mostly inhibitors | 360,000 compounds, 0.2% hits;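 note: potency is the fitted concentration of half-maximal effect; 0% = vehicle wells and -100% = peptide control; nearly all actives have a fitted effect of over 45% in size; some results filed as inactive show a strong effect at the top dose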
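AMA1 (3D7) with his tag at 25 nM final met compounds first, then biotinylated RON2 peptide at 25 nM; detection used donor plus acceptor beads, 10 µg/mL apiece, read by AlphaScreen after 30 min at room temperature.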
LmPK inh: qHTS Assay for Inhibitors of Leishmania Mexicana Pyruvate Kinase (LmPK); Q27686; Potency, µM (series often up to 57.5 µM), inactives show at the top dose activity change, negative = inhibition, hits mostly inhibitors; AID 1721, 2009; 290,000 compounds, 0.37% hits; purified LmPK, Kinase-Glo ATP luminescence, 1 h; note: potency is the fitted concentration of half-maximal effect; % is set by controls: 0 for no effect and ±100 for the full control effect
Target sequence (Q27686 whole entry, looked up): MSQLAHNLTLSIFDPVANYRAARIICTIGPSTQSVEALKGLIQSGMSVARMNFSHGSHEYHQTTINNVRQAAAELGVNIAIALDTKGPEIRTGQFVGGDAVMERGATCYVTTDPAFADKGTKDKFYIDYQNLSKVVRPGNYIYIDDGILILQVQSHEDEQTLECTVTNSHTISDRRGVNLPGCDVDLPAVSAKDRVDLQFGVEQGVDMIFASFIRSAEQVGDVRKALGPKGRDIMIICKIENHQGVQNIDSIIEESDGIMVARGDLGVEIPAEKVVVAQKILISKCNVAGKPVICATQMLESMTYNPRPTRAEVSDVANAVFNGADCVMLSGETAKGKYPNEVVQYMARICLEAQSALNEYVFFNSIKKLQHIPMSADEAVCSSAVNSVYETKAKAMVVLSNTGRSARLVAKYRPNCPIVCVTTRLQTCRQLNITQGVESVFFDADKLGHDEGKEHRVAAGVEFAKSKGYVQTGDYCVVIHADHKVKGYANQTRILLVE
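0.1 nM LmPK, 0.5 mM PEP, 0.1 mM ADP; 50 mM imidazole pH 7.2, 7 mM MgCl2, 50 mM KCl; 1 h RT. Kinase-Glo luminescence readout, normalized to no-enzyme (full inhibition) and uninhibited wells.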
TbPYK inhibitor: qHTS of Trypanosoma Brucei Inhibitors | pyruvate kinase (Trypanosoma brucei), Q57TT1 | TbPYK enzyme, Kinase-Glo Plus ATP luminescence, 45 min | Potency, µM (doses to about 76.8 µM), without a hit: at the highest dose activity, negative = inhibition, usual class: inhibitors | 410,000 compounds, 0.12% hits | AID 624173, 2012; note: potency is the fitted concentration of half-maximal effect; % is set by controls: 0 for no effect and ±100 for the full control effect; nearly all actives have a fitted effect of over 50% in size
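ADP (130 uM final) triggers the TbPYK reaction after compound addition; incubation is 45 min at room temperature. Kinase-Glo Plus is then added and luminescence imaged. Normalized data are fitted to concentration-effect curves.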
Pf growth 48h: Primary qHTS for delayed death inhibitors of the malarial parasite plastid, 48 hour incubation; P. falciparum luciferase growth in erythrocytes, 48 h; Potency, µM (top dose mostly 28.7 µM), for the others: at the top dose activity change, negative = inhibition, actives largely listed as inhibitors; 310,000 compounds, 5.9% hits; AID 504832, 2011; note: potency is the fitted concentration of half-maximal effect; % is set by controls: 0 for no effect and ±100 for the full control effect
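Read-out is firefly luciferase luminescence from an integrated reporter in P. falciparum, so falling signal marks reduced parasite growth. Infected erythrocytes were at 2% hematocrit and 0.1% parasitemia (final) in Albumax-supplemented RPMI 1640.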
Shiga toxin inh: A qHTS for Small Molecule Inhibitors of Shiga Toxin. Vero cells, Shiga toxin protein synthesis inhibition reporter. inhibition, % at 38.7 µM. 290,000 compounds, 9.2% hits; in the data active = inhibition mostly above about 28%, no sharp cut-off; inactive = mostly below about 43%; note: 0% is about no effect
CHX counter: Cycloheximide Counterscreen for Small Molecule Inhibitors of Shiga Toxin | cell reporter, cycloheximide protein synthesis inhibition counterscreen | max response, % | 300,000 compounds, 12% hits | AID 2314, 2010; in the data active = max response mostly above about 13%, no sharp cut-off; inactive = mostly below about 14%; note: read at 38.3 µM for the half of the compounds with a filed dose; 0% is about no effect
Starred values were filed as active, the others as inactive; ? = inconclusive; . = not tested or not shown; [ ] = another dose, or the depositor's remark. Unless noted, calls come from the whole dose curve; as a rule, active = well fitted curve in the direction sought with a large enough effect; inconclusive = small, poorly fitted or top-dose-only effect, or another doubt; inactive = no such curve, though single readings can be large; an effect the other way counts as inactive or inconclusive.

SMILES	Pf growth 96h	AMA1-RON2 inh	LmPK inh	TbPYK inhibitor	Pf growth 48h	Shiga toxin inh	CHX counter
Cc1ccc(S(=O)(=O)N2CCN(C(=O)COC(=O)c3ccc([N+](=O)[O-])o3)CC2)c(C)c1	?	-12%	.	7%	?	.	.
CC(C)NS(=O)(=O)c1ccc(OCC(=O)Nc2ccccc2F)cc1	24%	7%	-4%	0%	11%	34*	7
O=C(Nc1ccccc1N1CCOCC1)c1ccc(F)c(S(=O)(=O)N2CCOCC2)c1	2.1µM*	0%	.	-4%	?	.	.
Cc1cccc(NC(=S)N(Cc2ccc(Cl)cc2)Cc2ccc(C(=O)O)cc2)c1	-4%	5%	9%	5%	6%	-8	3
Cc1ccccc1Nc1nc(N)nc(COC(=O)c2ccc(O)cc2)n1	2.6µM*	10%	3%	-10%	?	-4	20*
c1ccc(-c2ccccc2OCCN2CCCC2)cc1	13µM*	-10%	-2%	0%	6%	-14	0
COc1ccc2nc(NC(=O)c3ccc(-c4cccc([N+](=O)[O-])c4)o3)sc2c1	?	.	10%	.	-15%	31	10
CSc1nc(N2CCOCC2)c2c(c1C#N)CC(C(C)C)OC2 (centres undefined)	?	-9%	-1%	-2%	?	-5	-4
CC(C)(C)n1ncc2c(=O)n(Cc3c(Cl)cccc3Br)cnc21	-44%	.	.	?	?	.	.
CCCCCCN1C=CC(=C/C=C(\C#N)C(=O)OCC)C=C1	13µM*	-6%	-4%	-6%	10µM*	-23	4
NC(=O)Cn1c2[n+](c3ccccc31)CC(O)CS2 (centres undefined)	-20%	0%	-5%	-1%	.	-13	-3
Cc1ccccc1C(=O)NCCNC(=O)c1ccco1	44%[activator]	2%	-3%	-1%	12%	1	1
O=C(NNC(=O)c1ccccc1F)c1ccc(-c2ccc(Cl)cc2)o1	18%	99%[activator]	.	-5%	3%	.	.
CCOc1ccccc1NC(=O)C(NCC1(N2CCCCC2)CCCCC1)c1ccccc1 (centres undefined)	3.7µM*	-1%	-4%	-16%	?	-5	-2
Cc1ccc(C(C#N)c2ccc(Cl)nn2)cc1 (centres undefined)	?	-6%	-3%	2%	?	-7	7
CC(=O)c1ccc(OCCOc2ccc([N+](=O)[O-])cc2)cc1	105%[activator]	1%	3%	1%	2%	-11	-3
Cc1ccc(N2CC(C(=O)OCC(=O)C(C)(C)C)CC2=O)cc1C (centres undefined)	?	-5%	11%	-4%	5%	35	-3
CCCC(C)NC(=O)/C=C/c1cccc([N+](=O)[O-])c1 (centres undefined)	32%[activator]	12%	-1%	-2%	?	-1	11*
CCC(Sc1nc2cc(OC)c(OC)cc2c(=O)n1CCc1ccc(S(N)(=O)=O)cc1)C(=O)NCCOC (centres undefined)	?	-3%	3%	-3%	-13%	16	-2
C/C(CC(=O)Nc1cccc(C(F)(F)F)c1)=N\NC(=O)c1cnccn1	-17%	104%[activator]	0%	1%	-12%	53*	26*
NS(=O)(=O)c1ccc(CCNC(=O)c2ccc(Cl)nc2)cc1	27%	-8%	5%	6%	24%	14	-3
O=C(CCn1c2c(c3ccccc31)CCCC2)NNC(=O)c1ccccc1Cl	-27%	11%	5%	1%	6%	-9	0
O=C(CN1CCOCC1)Nc1ccccc1NC(=O)C1CCN(c2ncccn2)CC1	?	-2%	-2%	-20%	22%	25	-3
C[Se]CC[C@H](N)C(=O)O	8%	.	.	?	6%	.	.
Cc1cccc(C)c1NC(=O)Nc1ccc2c(c1)OCO2	-2%	1%	1%[11.5 µM]	2%	?	38	27
Later entries.
SMILES	Pf growth 96h	AMA1-RON2 inh	LmPK inh	TbPYK inhibitor	Pf growth 48h	Shiga toxin inh	CHX counter
CC(C)(C)S(=O)(=O)c1ccc(S(=O)(=O)C(C)(C)C)s1	65%	.	-1%	.	13%	-5	0
Cc1noc(NS(=O)(=O)c2ccc(N/C=C\C(=O)c3cccc4ccccc34)cc2)c1C	?	-17%	-15%	-12%	24%	40	12
COC(=O)[C@H](C)NC(=O)Nc1ccccc1C(F)(F)F	2%	-4%	-7%	3%	21%	-16	-5
CCc1cccc(NC(=O)NC(=O)Cn2nnc(C(=O)OC)c2C(=O)OC)c1	?	-10%	10%	-2%	19%	21	10
COC(=O)C1=C(c2ccc(C(C)=O)cc2)C[C@@H]2CC[C@H]1N2C(=O)NCCCOC(C)C	28%	-6%	.	1%	6%	.	.
Cc1cccc(-n2cnc3sc(C)c(C)c3c2=O)c1	-7%	4%	-6%	1%	?	20	5
O=C(Nc1nccs1)c1cc(-c2ccncc2)nc2ccccc12	?	16%	0%	5%	?	2	11
O=C(NCc1ccccc1Cl)C1CCC(=O)N(CCCN2CCCC2=O)C1 (centres undefined)	-22%	20%	1%	-5%	5%	-12	-2
CCN=C(NCC)SC1CC(=O)N(c2cccc(OCC)c2)C1=O (centres undefined)	-19%	-7%	4%	-19%	-5%	-7	-6
COc1ccc(NC(=O)C2CC(=O)N(Cc3ccc(C)cc3)C2)cc1S(=O)(=O)N1CCCCC1 (centres undefined)	?	6%	2%	-15%	?	4	-2
CC1(NC(=O)c2cc(-c3cccs3)nn2-c2ccccc2)CCS(=O)(=O)C1 (centres undefined)	-11%	-5%	.	-2%	-6%	.	.
CCCCSc1n[nH]c(N)n1	17%	3%	-1%	-10%	4%	3	13
Cc1noc(C)c1S(=O)(=O)N(CC(=O)NCc1ccc2c(c1)OCO2)c1ccc(C(C)C)cc1	-19%	0%	8%	1%	.	-11	-4
CC1=NN(C(=O)Cc2ccccc2)C(O)(c2ccccc2)C1 (centres undefined)	4%	51%[activator]	1%	2%	33%[activator]	10	9
CN(C)CCCNC(=O)C(=O)NCC(c1cccs1)S(=O)(=O)c1ccc(F)cc1 (centres undefined)	12%	0%	.	2%	3%	.	.
COc1ccc(N(CC(=O)Nc2ccc(F)c(Cl)c2)S(=O)(=O)c2c(C)noc2C)cc1	?	5%	0%	-1%	?	4	-1
O=C(CCl)c1cc2c3c(c1)CC(=O)N3CCC2	?	-7%	-6%	-5%	?	-8	-2
CCOC(=O)c1c(C)c(C(=O)NCCCOC)c(C)n1C	17%	0%	4%	2%	8%	-1	15
O=C(NNc1ccccc1Cl)C(O)(c1cccc(C(F)(F)F)c1)c1cccc(C(F)(F)F)c1	2.6µM*	19%	2%	-9%	3.3µM*	3	-5
COc1ccccc1NC(=O)N1CCCC1C(=O)Nc1ccc(NC(C)=O)cc1 (centres undefined)	?	-1%	4%	1%	?	-5	12
N#C/C(=C\Nc1ccc(Cl)cc1)S(=O)(=O)c1ccccn1	?	8%	8%	2%	-2%	5	-2
CCCN1CCN(C(=O)Nc2cccc(C(F)(F)F)c2)CC1	19%	17%	1%	-2%	-1%	20	7
COc1ccc(-n2c(N)c(C(=O)NCc3cccnc3)sc2=S)cc1	-3%	0%	-1%	5%	.	2	-5
O=C(Oc1cccc(NC(=O)c2cccs2)c1)c1cccc(S(=O)(=O)N2CCCC2)c1	?	-2%	0%	1%	62%[activator]	38	14*
Cc1ccccc1NC(=O)CSc1nnc(-c2ccco2)c(-c2ccco2)n1	0%	?	5%	20µM*	?	22	1
More records follow:
SMILES	Pf growth 96h	AMA1-RON2 inh	LmPK inh	TbPYK inhibitor	Pf growth 48h	Shiga toxin inh	CHX counter
NC(=O)c1nsc(C(=O)N(c2ccc(F)cc2)C(C(=O)NCC2CCCO2)c2c[nH]c3ccccc23)c1N (centres undefined)	?	-14%	6%	-2%	?	23	-3
CC(C)(C)N1C(=O)c2ccc(C(=O)Nc3ccc(O)cc3)cc2C1=O	.	-4%	-1%	-2%	26%	46*	23*
Cc1ccc(-c2nnn(CC(=O)N(Cc3ccco3)C(C(=O)NC(C)(C)C)c3ccncc3)n2)o1 (centres undefined)	-4%	6%	0%	1%	15µM*	10	3
CCCCN1CN=C(Nc2nc3ccccc3o2)NC1	159%[activator]	32%[activator]	-1%	0%	57%[activator]	116*	62*
COc1ccccc1N1CCN(C(=O)c2ccc(NC(C)=O)cc2)CC1	?	9%	0%	2%	-1%	25	-2
CCC(=O)NC(NC(=O)CC)C(Cl)Cl	197%[activator]	11%	-1%	-1%	5%	-17	-4

Filtered by structure, those above with a Cl atom
SMILES	Pf growth 96h	AMA1-RON2 inh	LmPK inh	TbPYK inhibitor	Pf growth 48h	Shiga toxin inh	CHX counter
Cc1cccc(NC(=S)N(Cc2ccc(Cl)cc2)Cc2ccc(C(=O)O)cc2)c1	-4%	5%	9%	5%	6%	-8	3
CC(C)(C)n1ncc2c(=O)n(Cc3c(Cl)cccc3Br)cnc21	-44%	.	.	?	?	.	.
O=C(NNC(=O)c1ccccc1F)c1ccc(-c2ccc(Cl)cc2)o1	18%	99%[activator]	.	-5%	3%	.	.
Cc1ccc(C(C#N)c2ccc(Cl)nn2)cc1 (centres undefined)	?	-6%	-3%	2%	?	-7	7
NS(=O)(=O)c1ccc(CCNC(=O)c2ccc(Cl)nc2)cc1	27%	-8%	5%	6%	24%	14	-3
O=C(CCn1c2c(c3ccccc31)CCCC2)NNC(=O)c1ccccc1Cl	-27%	11%	5%	1%	6%	-9	0
O=C(NCc1ccccc1Cl)C1CCC(=O)N(CCCN2CCCC2=O)C1 (centres undefined)	-22%	20%	1%	-5%	5%	-12	-2
COc1ccc(N(CC(=O)Nc2ccc(F)c(Cl)c2)S(=O)(=O)c2c(C)noc2C)cc1	?	5%	0%	-1%	?	4	-1
O=C(CCl)c1cc2c3c(c1)CC(=O)N3CCC2	?	-7%	-6%	-5%	?	-8	-2
O=C(NNc1ccccc1Cl)C(O)(c1cccc(C(F)(F)F)c1)c1cccc(C(F)(F)F)c1	2.6µM*	19%	2%	-9%	3.3µM*	3	-5
N#C/C(=C\Nc1ccc(Cl)cc1)S(=O)(=O)c1ccccn1	?	8%	8%	2%	-2%	5	-2
CCC(=O)NC(NC(=O)CC)C(Cl)Cl	197%[activator]	11%	-1%	-1%	5%	-17	-4

Given bar-delimited: 2 of the compounds above
molecule | Pf growth 96h | AMA1-RON2 inh | LmPK inh | TbPYK inhibitor | Pf growth 48h | Shiga toxin inh | CHX counter
NC(=O)Cn1c2[n+](c3ccccc31)CC(O)CS2 (centres undefined) | -20% | 0% | -5% | -1% | . | -13 | -3
COc1ccc(NC(=O)C2CC(=O)N(Cc3ccc(C)cc3)C2)cc1S(=O)(=O)N1CCCCC1 (centres undefined) | ? | 6% | 2% | -15% | ? | 4 | -2
